Glioma ERSR ind: induces the endoplasmic reticulum stress response in human glioma cells; 420,000 tested, 0.02% active; Potency, µM, for inactives: at the highest dose activation, most hits filed as activators; U87-MG GRP78 promoter luciferase reporter, 16 h; note: potency is the fitted concentration of half-maximal effect; series mostly up to about 76 µM; % of control where 0% means no effect; nearly all actives have a fitted effect of over 35% in size
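Stably transfected U87-MG glioma cells carrying a GRP78-based luciferase sensor; 16 h compound incubation. Luminescence end-point read 10 min after Bright-Glo addition at room temperature.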
Vif-A3F inh: blocks the Vif interaction with APOBEC3F; 390,000 tested, 0.2% active; Potency, µM (top dose mostly 46.1 µM), for the others: top-dose activity, negative = active; HeLa A3F-eYFP + Vif (tagged APOBEC3F with the HIV-1 protein that degrades it), YFP fluorescence increase; AID 602313; note: potency is the fitted concentration of half-maximal effect; % of control where 0% means no effect; nearly all actives have a fitted effect of over 65% in size
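HeLa cells stably expressing A3F-eYFP plus Vif, plated and incubated overnight at 37 deg C, then exposed to compounds overnight at 37 deg C. Blocked degradation read as raised yellow fluorescence (Ex 488/Em 500-530).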
D2 potentiator: positively modulates the human D2 dopamine receptor allosterically. P14416. potentiation, % at 10 µM. 340,000 tested, 0.34% active. HEK293 T-REx D2, calcium flux, EC20 dopamine potentiation;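 active = potentiation over 3 SD above the plate norm, cut at about 30% in these data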; note: 0% is about no effect
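Using a no-wash calcium dye in inducible, force-coupled HEK293 Trex cells expressing D2, we tracked fluorescence each second for 180 s after compound, then for 180 s after EC20 dopamine to detect augmented signalling.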
D1 antagonist: human D1 dopamine receptor antagonism | P21728 | activity change, negative = inhibition, % at 10 µM | 360,000 tested, 3.2% active | AID 504652 | HEK293 TREx D1 cells, calcium flux, dopamine EC80; stronger effect = lower value; in the data active = activity change below about -30%; note: % is set by controls: 0 for no effect and ±100 for the full control effect
Target sequence (P21728 whole entry, looked up): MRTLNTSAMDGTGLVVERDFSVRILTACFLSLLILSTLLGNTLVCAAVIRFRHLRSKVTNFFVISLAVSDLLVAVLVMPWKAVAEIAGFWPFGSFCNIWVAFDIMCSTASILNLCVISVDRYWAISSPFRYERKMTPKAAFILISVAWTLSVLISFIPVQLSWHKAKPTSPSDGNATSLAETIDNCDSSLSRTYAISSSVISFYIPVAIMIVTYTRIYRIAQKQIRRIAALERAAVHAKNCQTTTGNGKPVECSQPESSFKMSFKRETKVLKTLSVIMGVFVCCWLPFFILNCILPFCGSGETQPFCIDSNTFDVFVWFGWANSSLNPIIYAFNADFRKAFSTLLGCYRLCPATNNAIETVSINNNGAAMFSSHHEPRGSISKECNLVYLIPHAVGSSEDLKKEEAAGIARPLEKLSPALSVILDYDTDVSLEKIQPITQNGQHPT
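Allosteric or orthosteric antagonism assessed as attenuation of the calcium response to EC80 dopamine, added 180 s after compound, in induced HEK293 Trex D1 cells loaded with no-wash calcium dye.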
RXFP1 ag: activates the human relaxin receptor RXFP1; Potency, µM (series often up to 57.5 µM), for the others: at the highest dose activation, most hits filed as activators; 370,000 tested, 0.3% active; HEK293T-RXFP1 cAMP TR-FRET, 30 min; response scale: percent of porcine relaxin response, buffer zero; Q9HBX9; note: potency is the fitted concentration of half-maximal effect; % is set by controls: 0 for no effect and ±100 for the full control effect; nearly all actives have a fitted effect of over 60% in size; many of its hits are not listed in these tables
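HEK293 cells stably expressing RXFP1, treated 30 min at 37C with compounds plus PDE4 inhibitor Ro 20174; cAMP measured by HTRF TR-FRET. Normalized to buffer and 29 nM porcine relaxin; EC50 by Hill fit.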
D1 PAM: human D1 dopamine receptor positive modulation; P21728; HEK293 TREx D1 cells, calcium flux, dopamine EC20 potentiation; potentiation, % at 10 µM; 360,000 tested, 0.036% active; AID 504651; in the data active = potentiation above about 30%; note: 0% is about no effect
Vif-APOBEC3G blk: inhibitors of Vif-APOBEC3G interaction. HeLa A3G-eYFP + Vif (tagged APOBEC3G with the HIV-1 protein that degrades it), YFP fluorescence, overnight. 410,000 tested, 0.076% active. Q9HC16. Potency, µM (highest dose often 46.1 µM), inactives show at the top dose activity, negative = active, usual class: inhibitors;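 note: potency is the fitted concentration of half-maximal effect; % is set by controls: 0 for no effect and ±100 for the full control effect; nearly all actives have a fitted effect of over 60% in size; hits raise eYFP signal because A3G escapes Vif-driven loss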
Target sequence (Q9HC16 whole entry, looked up): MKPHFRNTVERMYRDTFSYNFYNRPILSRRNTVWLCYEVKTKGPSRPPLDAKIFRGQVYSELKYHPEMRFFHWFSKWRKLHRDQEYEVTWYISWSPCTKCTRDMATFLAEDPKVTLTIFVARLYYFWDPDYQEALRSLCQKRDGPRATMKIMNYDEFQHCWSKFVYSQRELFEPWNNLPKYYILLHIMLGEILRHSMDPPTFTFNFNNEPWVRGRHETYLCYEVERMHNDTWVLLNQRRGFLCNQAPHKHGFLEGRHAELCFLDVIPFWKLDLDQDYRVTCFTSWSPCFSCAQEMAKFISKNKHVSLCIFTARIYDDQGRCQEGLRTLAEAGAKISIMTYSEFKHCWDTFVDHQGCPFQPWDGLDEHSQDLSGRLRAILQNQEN
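Read-out is eYFP fluorescence (Ex 488/Em 500-530) from Vif-expressing HeLa A3G-eYFP cells; more signal means A3G escaped Vif-mediated degradation. Cells plated overnight, compound pinned in, incubated overnight at 37 deg C.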
D1 agonist: human D1 receptor agonism | HEK293 T-REx D1 cells, calcium flux, agonist mode | activation, % at 2 µM | 360,000 tested, 1% active | AID 504660; in the data active = activation above about 30%; note: 0% is about no effect
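Tetracycline-induced HEK293 TREx D1 cells, force-coupled to calcium signalling, were dye-loaded with a no-wash calcium kit. Compound was pin-added after a 10 s baseline. Fluorescence was read kinetically at 1 cycle/s for 180 s, with calcium rises flagged as agonism.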
LDHA block: inhibitors of human lactate dehydrogenase A; P00338; purified LDHA, NADH/diaphorase-resazurin fluorescence; stronger effect = lower value; activity change, % (values are at about 110 or 230 µM); 480,000 tested, 0.15% active; in the data active = activity change below about -30%; inconclusive = mostly about -25% to -30%;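 note: plate controls were DMSO wells for no effect and wells without enzyme for full effect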
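Remaining NADH was detected by diaphorase (0.133 mg/mL) converting 37 µM resazurin to fluorescent resorufin, read at 0 and 20 minutes. The preceding 5-minute room-temperature reaction used 2 nM LDHA, 0.2 mM sodium pyruvate and 0.06 mM NADH at pH 7.4.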
The depositor's hits bear a star; & = joins results of further samples. Unless noted, calls come from the whole dose curve; as a rule, active = well fitted curve in the direction sought with a large enough effect; inconclusive = small, poorly fitted or top-dose-only effect, or another doubt; inactive = no such curve, though single readings can be large; an effect the other way counts as inactive or inconclusive. The list is partial, so the mix of outcomes need not match the whole.

How did CCCCOc1ccc(NC(=O)CN2CCN(C(=O)OCC)CC2)cc1 do in these assays?
Glioma ERSR ind: -8%; Vif-A3F inh: 4%; D2 potentiator: -2; D1 antagonist: -6; RXFP1 ag: -0.4%; D1 PAM: -5; Vif-APOBEC3G blk: -1%; D1 agonist: -1; LDHA block: inconclusive

What do the screens show for `C/C(=N\NC(=O)c1cccc(S(=O)(=O)N2CCCC2)c1)c1ccco1`?
Glioma ERSR ind: -5%; Vif-A3F inh: -10%; D2 potentiator: -11; D1 antagonist: 4; RXFP1 ag: 0.8%; D1 PAM: 0; Vif-APOBEC3G blk: 1%; D1 agonist: 1; LDHA block: -6

Results for Cc1cc(=O)oc2c1c(C(F)(F)F)nn2-c1ccccc1 ?
Glioma ERSR ind: -2%; Vif-A3F inh: 7%; D2 potentiator: 9; D1 antagonist: 2; RXFP1 ag: -3.0%; D1 PAM: 3; Vif-APOBEC3G blk: 10%; D1 agonist: 1; LDHA block: 0

How did COc1ccc(NC(C)=O)cc1S(=O)(=O)NC1CCSc2ccccc21 (centres undefined) do in these assays?
Glioma ERSR ind: -3%; Vif-A3F inh: 3%; D2 potentiator: -17; D1 antagonist: -3; RXFP1 ag: -0.4%; D1 PAM: -4; Vif-APOBEC3G blk: 0%; D1 agonist: 0; LDHA block: -8

Results for CCN1/C(=C2\OC(=S)N(C)C2=O)C=Cc2ccccc21 ?
Glioma ERSR ind: -1%; Vif-A3F inh: inconclusive; D2 potentiator: 0; D1 antagonist: -29; RXFP1 ag: 20%; D1 PAM: -3; Vif-APOBEC3G blk: 0%; D1 agonist: 1; LDHA block: -11

How did Cc1noc(C)c1NC(=O)N(C)C[C@H]1Oc2c(NC(=O)C3CCCCC3)cccc2C(=O)N([C@H](C)CO)C[C@@H]1C do in these assays?
Glioma ERSR ind: 3%; Vif-A3F inh: 1%; Vif-APOBEC3G blk: -21%; LDHA block: 3

Results for COC(=O)C1=C(C)NC(=S)N(C(C)=O)C1c1ccc(OC)c(OC)c1 (centres undefined) ?
Glioma ERSR ind: -7%; Vif-A3F inh: 4%; D2 potentiator: -2; D1 antagonist: 6; RXFP1 ag: 2.8%; D1 PAM: -5; Vif-APOBEC3G blk: 1%; D1 agonist: 1; LDHA block: -3

Results for Cc1ccc(CNC(=O)CN(CCc2ccccc2)S(C)(=O)=O)cc1 ?
Glioma ERSR ind: -1%; Vif-A3F inh: 12%; D2 potentiator: 0; D1 antagonist: 2; RXFP1 ag: 0.5%; D1 PAM: -2; Vif-APOBEC3G blk: 2%; D1 agonist: -1; LDHA block: 1

Results for COc1ccccc1N1CC(C(=O)Nc2ccc(N3CCOCC3)cc2)CC1=O (centres undefined) ?
Glioma ERSR ind: -6%; Vif-A3F inh: 0%; D2 potentiator: -9; D1 antagonist: 13; RXFP1 ag: 0.1%; D1 PAM: -4; Vif-APOBEC3G blk: 3%; D1 agonist: 1; LDHA block: -6

What do the screens show for `CCCC(=O)Nc1nnc(SCc2cc(=O)c3cc(C)ccc3[nH]2)s1`?
Glioma ERSR ind: -1%; Vif-A3F inh: 1%; D2 potentiator: 4; D1 antagonist: 3; RXFP1 ag: 4.3%; D1 PAM: 0; Vif-APOBEC3G blk: 2%; D1 agonist: 1; LDHA block: 2

Results for COc1ccc(C2=C(C)C(=O)N(Cc3ccc(C(=O)NCc4ccccc4C)cc3)S2(=O)=O)cc1 ?
D2 potentiator: -8; D1 antagonist: 1; RXFP1 ag: -0.3%; D1 PAM: -4; D1 agonist: 6; LDHA block: -7

How did Cc1ccc(-c2n[nH]c3c2C(c2ccccc2Cl)N(c2ccc(C(=O)O)cc2)C3=O)cc1 (centres undefined) do in these assays?
Glioma ERSR ind: 14%; Vif-A3F inh: -6%; D2 potentiator: 19; D1 antagonist: -1; RXFP1 ag: 0.8%; D1 PAM: 0; Vif-APOBEC3G blk: -6%; D1 agonist: 2; LDHA block: -5

What do the screens show for `Cc1ccc(O)c(CNc2cnc3ccccc3c2)c1`?
Glioma ERSR ind: 7%; Vif-A3F inh: -7%; D2 potentiator: 3; D1 antagonist: -31*; RXFP1 ag: 2.0%; D1 PAM: -4; Vif-APOBEC3G blk: -9%; D1 agonist: 11; LDHA block: 3

How did COc1cc(OC)cc(N(C(=O)CNC(=O)c2cccs2)C(C(=O)NCC2CCCO2)c2ccccc2)c1 (centres undefined) do in these assays?
Glioma ERSR ind: -1%; Vif-A3F inh: -3%; D2 potentiator: 1; D1 antagonist: 7; RXFP1 ag: 6.0%; Vif-APOBEC3G blk: 9%; D1 agonist: 2; LDHA block: -5

What do the screens show for `O=C(CCC(=O)OCc1ccc(C(=O)Oc2ccc(Cl)cc2)cc1)Nc1ccccc1`?
Glioma ERSR ind: -6%; Vif-A3F inh: -16%; D2 potentiator: 6; D1 antagonist: -12; RXFP1 ag: 0.5%; D1 PAM: -4; Vif-APOBEC3G blk: 2%; D1 agonist: 3; LDHA block: -4

How did COc1ccccc1NC(=O)c1cc2ccc3cccnc3c2[nH]1 do in these assays?
Glioma ERSR ind: -6%; Vif-A3F inh: 0%; D2 potentiator: 20; D1 antagonist: -3; RXFP1 ag: 0.1%; D1 PAM: -1; Vif-APOBEC3G blk: -16%; D1 agonist: 3; LDHA block: 2

What do the screens show for `CC(=O)N1c2ccc(S(=O)(=O)N3CCCC3)cc2CC1C(=O)NC(C)C` (centres undefined)?
Glioma ERSR ind: -4%; Vif-A3F inh: -3%; D2 potentiator: 7; D1 antagonist: -1; RXFP1 ag: -1.2%; D1 PAM: 2; Vif-APOBEC3G blk: 3%; D1 agonist: 3; LDHA block: -7

What do the screens show for `COc1ccccc1CN1C[C@@H]2C[C@@H](c3[nH]c4ccc(C)cc4c3C)N3CCC[C@@]23C1=O`?
Glioma ERSR ind: -5%; Vif-A3F inh: -24%; D2 potentiator: -3; D1 antagonist: 15; RXFP1 ag: 1.8%; D1 PAM: 7; Vif-APOBEC3G blk: 0%; D1 agonist: 5; LDHA block: -6

What do the screens show for `Cc1c(Br)c([N+](=O)[O-])nn1CC(=O)c1ccccc1`?
Glioma ERSR ind: 0%; Vif-A3F inh: 1%; D2 potentiator: 0; D1 antagonist: -16; RXFP1 ag: 2.3%; D1 PAM: 0; Vif-APOBEC3G blk: 1%; D1 agonist: 1; LDHA block: -3

Results for COC(CNC(=O)[C@H](CSCc1ccccc1)N1Cc2ccccc2C1=O)OC ?
Glioma ERSR ind: -3%; Vif-A3F inh: 11%; D1 antagonist: -4; RXFP1 ag: 0.7%; D1 PAM: 0; Vif-APOBEC3G blk: -5%; D1 agonist: 0; LDHA block: -3

Results for O=C(COC(=O)CCc1nc2ccccc2c(=O)[nH]1)NC(c1ccccc1)c1ccccc1 ?
Glioma ERSR ind: 3%; Vif-A3F inh: 1%; D2 potentiator: 8; D1 antagonist: -4; RXFP1 ag: 0.0%; D1 PAM: 0; Vif-APOBEC3G blk: 0%; D1 agonist: 1; LDHA block: -14

What do the screens show for `COc1ccc2c(CC(=O)OCc3nc4ccsc4c(=O)[nH]3)coc2c1`?
Glioma ERSR ind: 0%; Vif-A3F inh: 5%; Vif-APOBEC3G blk: 4%; LDHA block: -5

How did Cn1cc(CNC(=O)C2CCC(=O)N(Cc3cccc(C(F)(F)F)c3)C2)cn1 (centres undefined) do in these assays?
Glioma ERSR ind: -4%; Vif-A3F inh: 1%; D2 potentiator: 4; D1 antagonist: 4; RXFP1 ag: -3.4%; D1 PAM: -3; Vif-APOBEC3G blk: 1%; D1 agonist: 2; LDHA block: -6

How did Cc1ccc(S(=O)(=O)CCSc2nc(C)cc(C(F)(F)F)c2C#N)cc1 do in these assays?
Glioma ERSR ind: -16%; Vif-A3F inh: inconclusive; D2 potentiator: -20; D1 antagonist: 0; RXFP1 ag: 5.5%; D1 PAM: 3; Vif-APOBEC3G blk: 11µM*; D1 agonist: 15; LDHA block: -4

Results for O=C(c1ccc(Cl)cc1[N+](=O)[O-])N1CCOCC1 ?
Glioma ERSR ind: -2%; Vif-A3F inh: -4%; D1 antagonist: 7; RXFP1 ag: 3.5%; D1 PAM: -1; Vif-APOBEC3G blk: 7%; D1 agonist: 2; LDHA block: -7

Results for Cc1cc(C)nc(N(C#N)Cc2cccc(Cl)c2)n1 ?
Glioma ERSR ind: 4%; Vif-A3F inh: -1%; D2 potentiator: 0; D1 antagonist: -21; RXFP1 ag: -0.8%; D1 PAM: 0; Vif-APOBEC3G blk: -3%; D1 agonist: -1; LDHA block: -4

How did CC(=O)Nc1ccc(S(=O)(=O)NCCc2cc3ccc(C)c(C)c3[nH]c2=O)cc1 do in these assays?
Glioma ERSR ind: -2%; Vif-A3F inh: 4%; D1 antagonist: -7; RXFP1 ag: 1.2%; D1 PAM: 1; Vif-APOBEC3G blk: -4%; D1 agonist: 5; LDHA block: 0

How did CCc1ccccc1NC(=O)CSc1nnc([C@@H]2CCCN2C(=O)OC(C)(C)C)o1 do in these assays?
Glioma ERSR ind: 2%; Vif-A3F inh: -6%; D2 potentiator: 4; D1 antagonist: 2; RXFP1 ag: 2.3%; D1 PAM: -4; Vif-APOBEC3G blk: 2%; D1 agonist: 1; LDHA block: -2

What do the screens show for `N#Cc1ccsc1NC(=O)COC(=O)CCS(=O)(=O)c1ccccc1`?
Glioma ERSR ind: -1%; Vif-A3F inh: 9%; Vif-APOBEC3G blk: -4%; LDHA block: 1

Results for CCN1C(=O)C(CC(=O)Nc2ccc(OC)cc2)N(CCN2CCOCC2)C1=S (centres undefined) ?
Glioma ERSR ind: -4%; Vif-A3F inh: -1%; D2 potentiator: -1; D1 antagonist: 9; RXFP1 ag: -0.8%; D1 PAM: 0; Vif-APOBEC3G blk: 1%; D1 agonist: 4; LDHA block: 0

How did Cc1cc(C)n2ncc(C(=O)NCc3ccccc3)c2n1 do in these assays?
Glioma ERSR ind: -2%; D2 potentiator: 8; D1 antagonist: -4; RXFP1 ag: 3.5%; D1 PAM: 12; Vif-APOBEC3G blk: 1%; D1 agonist: 0; LDHA block: 0&-11
